# SSB-PriA inh = inhibitors of Klebsiella pneumoniae PriA binding to SSB C-terminal tail; AID 1272365; inhibition, % at 33 µM; 430,000 tested, 0.6% active; AlphaScreen SSBct-PriA binding, biotinylated peptide; in the data active = inhibition mostly above about 37%, no sharp cut-off; inactive = mostly below about 20%;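 also: plate controls were negative control peptide for no effect and reference peptide for full effect; strong numbers were not always called active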
# Anthrax LF prot = anthrax lethal factor protease inhibition. P15917. multiplex microsphere protease cleavage assay, LF. inhibition, % at 10 µM. 360,000 tested, 0.12% active. AID 588501; also: plate controls were buffer without enzyme for full effect and enzyme alone for no effect
# SARS 3CLpro inh = SARS-CoV 3CLpro protease inhibition. recombinant SARS-CoV 3CLpro, quenched FRET peptide cleavage. inhibition, % at 6 µM. 290,000 tested, 0.14% active. AID 1706; in the data active = inhibition above about 12%
# CCHFV vOTU inh = CCHFV vOTU protease inhibition. Pep-AMC fluorescence. inhibition, % at 11.5 µM. 370,000 tested, 0.55% active. AID 651958; in the data active = inhibition above about 30%; also: 0% = vehicle wells with enzyme and 100% = no enzyme wells
# VHR inh abs = DUSP3 (human) phosphatase inhibition. 290,000 tested, 0.52% active. inhibition, % at 13.3 µM. recombinant VHR phosphatase, pNPP absorbance; in the data active = inhibition above about 50%; also: some compounds called inactive have numbers as strong as hits
# Target sequence (P51452 whole entry, looked up): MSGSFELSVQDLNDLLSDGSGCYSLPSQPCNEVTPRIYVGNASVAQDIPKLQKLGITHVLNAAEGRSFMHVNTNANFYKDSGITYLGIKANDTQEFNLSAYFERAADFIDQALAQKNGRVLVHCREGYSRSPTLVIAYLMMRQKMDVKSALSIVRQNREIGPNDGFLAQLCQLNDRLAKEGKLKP
# Rv3671c protease = Rv3671c (M. tuberculosis) protease inhibition | 320,000 tested, 0.048% active | inhibition, % at 5.96 µM | P9WHR9; in the data active = inhibition above about 38%;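 also: extracellular domain of Rv3671c used as enzyme; 0% = enzyme with DMSO and 100% = no enzyme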
# Target sequence (P9WHR9 whole entry, looked up, the tested form may be a part): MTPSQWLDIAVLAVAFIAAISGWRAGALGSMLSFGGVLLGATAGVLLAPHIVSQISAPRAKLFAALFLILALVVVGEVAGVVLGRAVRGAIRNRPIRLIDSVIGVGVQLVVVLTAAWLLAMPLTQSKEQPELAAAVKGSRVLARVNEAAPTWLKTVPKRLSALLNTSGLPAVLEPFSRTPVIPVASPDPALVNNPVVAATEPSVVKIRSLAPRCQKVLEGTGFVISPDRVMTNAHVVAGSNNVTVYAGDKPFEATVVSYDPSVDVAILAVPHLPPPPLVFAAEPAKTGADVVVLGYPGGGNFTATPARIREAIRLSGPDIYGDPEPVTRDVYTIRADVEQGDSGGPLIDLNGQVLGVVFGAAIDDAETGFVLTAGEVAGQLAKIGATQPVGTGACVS
# MazF activator = activators of E. coli MazEF toxin-antitoxin RNase; P0AE70; FAM/BHQ RNA-DNA oligo cleavage fluorescence, 5 h; activation, % at 20 µM; 350,000 tested, 0.32% active; AID 504720; in the data active = activation above about 50%
# Target sequence (P0AE70 whole entry, looked up): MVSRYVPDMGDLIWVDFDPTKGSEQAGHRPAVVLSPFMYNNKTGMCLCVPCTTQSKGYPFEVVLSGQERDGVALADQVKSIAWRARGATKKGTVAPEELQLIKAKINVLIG
# BoNT A protease = BoNT A light chain protease inhibition. multiplex microsphere protease substrate cleavage, flow cytometry. inhibition, % at 10 µM. 360,000 tested, 0.17% active. AID 588499; also: plate controls were buffer without enzyme for full effect and enzyme alone for no effect
# PrPC surface inh = cell surface PrPC inhibition, primary TR-FRET screen | P04156 | inhibition, % at 13.8 µM | AID 720596 | 370,000 tested, 0.43% active | TR-FRET read-out; in the data active = inhibition above about 24%; also: 0% = median of the test wells and 100% = reference compound wells
# BoNT-F LC inh = blocks Botulinum neurotoxin F light chain protease; Multiplex microsphere protease cleavage assay, flow cytometry; inhibition, % at 10 µM; 360,000 tested, 0.22% active; AID 588497; in the data active = inhibition above about 35%, passing the limit was not always enough; inconclusive = no clear call, values can overlap the other calls; also: plate controls were buffer without enzyme for full effect and enzyme alone for no effect
# Starred values were filed as active, the others as inactive; ? = inconclusive; . = not tested or not shown; & = joins results of further samples. Rule as the data show it, unless noted: active = inhibition above about 30%; inconclusive = no clear call, values can overlap the other calls; inactive = below that. A portion of the library (hit frequency here may not be typical).
SMILES,SSB-PriA inh,Anthrax LF prot,SARS 3CLpro inh,CCHFV vOTU inh,VHR inh abs,Rv3671c protease,MazF activator,BoNT A protease,PrPC surface inh,BoNT-F LC inh
CCOC(=O)C1CCCN(C(=O)c2cn(C)c3ccc(S(=O)(=O)N(C)C)cc3c2=O)C1 (centres undefined),1,3,-5,-2,46,2,9,-1.0,0,-7
Cc1nn(-c2ccccn2)c2c1C(=O)CC(C)(C)C2Br (centres undefined),-2,-6,1,-7,8,3,-7,-0.4,4,4
CCn1c(CS(=O)Cc2ccc(Cl)cc2Cl)nnc1SCc1c(Cl)cccc1Cl (centres undefined),5,-2,2,.,24,-7,2,-0.3,.,-5
O=C(CSC1=NC(=O)C(c2ccccc2)C(=O)N1)Nc1ccccc1Cl (centres undefined),-3,1,-4,.,10,-6,0,0.2,.,1
CCCCC[C@@H]1C=C(C(=O)O)[C@H](c2ccc(CC)cc2)N1S(=O)(=O)c1ccc(C)cc1,3,-7,.,2,.,-7,1,0.0,-4,-6
O=C(Nc1nc2cc3c(cc2s1)OCCO3)C1=COCCO1,-12&0&-4,0,-3,12,1,5,0,-0.5,11,6
CC(C)Cc1csc(NC(=O)c2ccc(Cl)cc2)c1C(=O)O,-14,-1,2,3,-13,4,0,0.3,1,-8
COc1ccc2oc(C(=O)N3CCCc4ccccc43)c(C)c2c1,-9,-4,.,7,.,4,-3,0.9,2,7
Cc1c(NS(=O)(=O)c2cc(C(=O)O)ccc2Cl)c(=O)n(-c2ccccc2)n1C,-7,0,6,23,-19,6,-5,-0.9,-1,2
CCOc1ccccc1NC(=O)COC(=O)C(CC(C)C)N1C(=O)C2CC=CCC2C1=O (centres undefined),-17,2,-2,3,10,-4,-1,-0.3,7,0

# Following part.
SMILES,SSB-PriA inh,Anthrax LF prot,SARS 3CLpro inh,CCHFV vOTU inh,VHR inh abs,Rv3671c protease,MazF activator,BoNT A protease,PrPC surface inh,BoNT-F LC inh
c1ccc2c(NC3=NCCS3)cccc2c1,19,-4,5,7,14,-13,2,-0.1,7,-20
O=C(COc1coc(CN2CCc3ccccc3C2)cc1=O)Nc1ccc(Cl)cc1,5&-6,.,.,11,.,-7,-4,.,9,.
Cc1c(Br)c([N+](=O)[O-])nn1C(C)C(=O)NCC1CCCO1 (centres undefined),1,-6,-4,-12,11,2,-4,-0.2,-7,5
CN(CC(=O)N1CCc2ccccc21)S(=O)(=O)c1cccc2cccnc12,-12,3,-4,-3,21,-7,14,-0.8,-3,8
CSc1ccc(CN2CCC(C)(Oc3ccc(-n4ccnc4)cc3)C2)cc1 (centres undefined),.,-3,.,10,.,.,.,-0.3,-5,-4
COC(=O)N/N=C1\CCCc2c(C)cc(C)cc21,.,-2,0,-1,7,0,3,-0.8,1,2
CCSc1nc2sc3c(c2c(=O)n1-c1ccccc1)CCN(C(C)C)C3,-4,4,1,-12,-11,.,3,57*,0,46*
O=C(OCC(=O)N1CCCCCC1)c1cccs1,-1,-6,7,-2,-1,5,-26,-0.2,-2,2
C[C@]12CC[C@H](O)CC1=CCC1C2CC[C@@]2(C)C1C[C@@H](O)[C@@H]2O (some centres undefined),2,-1,.,-5,.,0,-1,0.0,4,2
O=C(COC(=O)CCC(=O)Nc1nccs1)NCc1ccco1,-6,-10,-3,4,17,-5,9,0.1,-3,-10

# Following part
SMILES,SSB-PriA inh,Anthrax LF prot,SARS 3CLpro inh,CCHFV vOTU inh,VHR inh abs,Rv3671c protease,MazF activator,BoNT A protease,PrPC surface inh,BoNT-F LC inh
COc1ccc(F)c(C2C(C#N)=C(N)Oc3n[nH]c(C(C)(C)C)c32)c1 (centres undefined),5,-11,-8,22,-4,8,7,0.9,4,6
COc1ccc(-n2c(=O)c3ccccc3n(CC(=O)Nc3ccccc3OC)c2=O)cc1,-5,-4,-3,1,7,4,-1,0.1,9,-4
COc1cccc(/C=C/C(=O)OCC(=O)c2ccccc2)c1OC,3,.,.,1,.,3,0,.,-2,.
COc1ccc(C2CC(c3cccs3)=NN2C(=O)CSc2nncn2C)cc1OC (centres undefined),5,2,3,8,18,5,11,-0.3,-8,-2
CC1(C)Oc2ccc3ccc(=O)oc3c2CC1O (centres undefined),-16,3,1,-52,11,-3,6,-0.4,-3,17
Cc1[nH]c(=O)[nH]c(=O)c1/C=N/NC(=O)[C@H](CC(C)C)NC(=O)OC(C)(C)C,.,0,-2,8,17,5,2,-0.7,-6,-7
CC1(C(=O)NS(=O)(=O)c2cccc(Cl)c2)CCN1C(=O)c1cccc(F)c1 (centres undefined),.,2,.,5,.,.,.,-0.5,-1,4
COCCn1c(Cc2cccn2C)nnc1SCC(=O)Nc1nccs1,-5,-1,-2,-2,2,-2,3,-0.1,-7,3
CC(=O)Nc1ccc(/C=N/NC(=O)CC2CCCCC2)cc1,.,-4,.,-2,.,.,.,-0.3,-3,-4
CN1C(=O)C(=C2CCCCCC2)SC1=S,-11,2,-6,14,15,5,1,2.0,-2,-6

# Next section
SMILES,SSB-PriA inh,Anthrax LF prot,SARS 3CLpro inh,CCHFV vOTU inh,VHR inh abs,Rv3671c protease,MazF activator,BoNT A protease,PrPC surface inh,BoNT-F LC inh
Cc1onc(-c2c(F)cccc2Cl)c1C(=O)OCC(=O)NC(=O)NCC(C)C,-8,-1,2,13,23,9,11,-0.3,10,-3
CCN[C@@H](C)Cc1cccc(C(F)(F)F)c1,6,7,.,-3,.,5,4,-0.3,3,0
CCCn1c(C(O)c2ccc3c(c2)OCO3)nc2ccccc21 (centres undefined),-13,3,3,8,10,-5,-2,0.2,-5,-4
COc1cc(OC)cc(-c2cc(N)n(S(=O)(=O)Cc3ccccc3)n2)c1,0,-6,-1,1,25,-1,5,-1.0,-4,-10
Cc1ccc(C)c(C(=O)C(C)OC(=O)c2cccn2C)c1 (centres undefined),-11,-3,3,12,15,4,-3,-0.5,-5,2
CC(Oc1ccc(Cl)cc1Cl)c1nc(-c2ccc(NC(=O)c3ccco3)cc2)no1 (centres undefined),-11,-19,-5,7,27,-90,2,-1.3,1,-10
O=C(CSc1ncnc2ccccc12)Nc1cccc(S(=O)(=O)N2CCCC2)c1,1,-6,0,8,22,-2,1,-0.8,70*,-1
CCOc1ccc(NC(=O)CN(C)S(=O)(=O)c2ccc3c(c2)CCC(=O)N3)cc1,-1,-7,-4,21,13,5,2,0.5,0,-7
Fc1ccc(-c2cc(C(F)(F)F)nc(-n3cncn3)n2)cc1,-20,0,-3,3,3,-2,6,-3.4,7,-4
COc1ccc(NC(=O)C2CCN(S(=O)(=O)c3c(C)noc3/C=C/N(C)C)CC2)cc1,-13,0,-3,16,17,-28,4,1.3,-2,8

# (listing goes on)
# Second line of a record – SSB-PriA inh	Anthrax LF prot	SARS 3CLpro inh	CCHFV vOTU inh	VHR inh abs	Rv3671c protease	MazF activator	BoNT A protease	PrPC surface inh	BoNT-F LC inh
CCN(CC)S(=O)(=O)c1cc(C(=O)O)c(Cl)cc1Cl
  -19	-4	4	17	28	-2	4	-0.4	6	1
O=C(/C=C/c1cccc(F)c1)N1CCc2ccccc21
  -2	-1	-3	3	-6	-4	0	-0.4	-4	-10
CCOc1ccc(NC(=O)CSc2nc(C)c3c(c2C#N)CCCC3)cc1
  -7	1	1	-4	27	-2	4	0.1	-6	-2
Cc1c(N2C(=O)CS/C2=N\N=C\c2ccc(Br)cc2)c(=O)n(-c2ccccc2)n1C
  .	-3	0	10	10	3	3	0.6	2	-9
CC(OC(=O)CCCN=C1NS(=O)(=O)c2ccccc21)C(=O)Nc1ccc(F)c(F)c1F (centres undefined)
  -17	0	.	1	.	1	-3	-6.9	0	-13
CCn1ccnc1CN(C)C(=O)c1ccc2nc(Cc3ccc(OC)cc3)oc2c1
  8	-1	-5	9	13	-4	1	-0.4	-4	6
Cn1c(=O)n(C)c2cc([N+](=O)[O-])c(N3CCN(S(=O)(=O)c4ccc(C(C)(C)C)cc4)CC3)cc21
  -10	-4	-1	-12	8	-2	-12	-0.5	-1	-2
Cc1ccc(S(=O)(=O)Oc2ccccc2/C=N/NC(N)=S)cc1
  .	0	2	-17	22	-9	-7	-1.6	8	-9
NC(=O)C(c1ccc(Cl)cc1)c1ccc(Sc2ccc(Cl)cc2)nn1 (centres undefined)
  0	-6	0	5	-2	-1	-3	-0.4	10	-1
Cc1cccc(C)c1-n1c(C)nn(CC#N)c1=O
  0	1	-3	-9	17	5	0	-0.4	10	-5
Cc1cccc(Oc2ccc3c(c2)cc(C(=O)O)n3C)c1
  -4	-2	4	1	13	5	-22	-0.4	6	0
COc1cc(OC)c(OC)cc1CNCCc1ccc(F)cc1
  2	-11	4	-10	47	.	10	0.4	8	-27
O=c1[nH]c2ccccc2n1CCCN1CCCCC1
  -8	0	-1	-1	11	-5	-5	-0.9	-11	2
Cc1onc(-c2ccccc2)c1C(=O)NC(=S)Nc1sc2c(c1C#N)CCC(C)C2 (centres undefined)
  -2	-2	2	3	-11	-4	-34	-2.0	5	-12
CCCN(CCC)CC(O)Cn1cc(/C=C/C(=O)c2ccccc2)c2ccccc21 (centres undefined)
  4	-4	-2	19	-21	.	11	6.2	-1	-18
CCN(CC)C(=O)Cn1c(=O)n(CC(=O)N2CCCCC2)c(=O)c2sccc21
  12	?	-1	4	30	2	0	2.6	-4	?
COc1cc(/C=N/NC(=O)Cn2nc([N+](=O)[O-])cc2C)cc(Br)c1OCc1ccccc1
  .	-4	4	2	30	-91	-4	-1.0	-2	-11

# A draw from above in order of molar mass, descending:
# Second line of a record – SSB-PriA inh	Anthrax LF prot	SARS 3CLpro inh	CCHFV vOTU inh	VHR inh abs	Rv3671c protease	MazF activator	BoNT A protease	PrPC surface inh	BoNT-F LC inh
COc1cc(/C=N/NC(=O)Cn2nc([N+](=O)[O-])cc2C)cc(Br)c1OCc1ccccc1
  .	-4	4	2	30	-91	-4	-1.0	-2	-11
Cc1c(N2C(=O)CS/C2=N\N=C\c2ccc(Br)cc2)c(=O)n(-c2ccccc2)n1C
  .	-3	0	10	10	3	3	0.6	2	-9
CCN(CC)C(=O)Cn1c(=O)n(CC(=O)N2CCCCC2)c(=O)c2sccc21
  12	?	-1	4	30	2	0	2.6	-4	?
CCCN(CCC)CC(O)Cn1cc(/C=C/C(=O)c2ccccc2)c2ccccc21 (centres undefined)
  4	-4	-2	19	-21	.	11	6.2	-1	-18
CCn1ccnc1CN(C)C(=O)c1ccc2nc(Cc3ccc(OC)cc3)oc2c1
  8	-1	-5	9	13	-4	1	-0.4	-4	6
NC(=O)C(c1ccc(Cl)cc1)c1ccc(Sc2ccc(Cl)cc2)nn1 (centres undefined)
  0	-6	0	5	-2	-1	-3	-0.4	10	-1
CCOc1ccc(NC(=O)CSc2nc(C)c3c(c2C#N)CCCC3)cc1
  -7	1	1	-4	27	-2	4	0.1	-6	-2
Cc1ccc(S(=O)(=O)Oc2ccccc2/C=N/NC(N)=S)cc1
  .	0	2	-17	22	-9	-7	-1.6	8	-9
Cc1cccc(Oc2ccc3c(c2)cc(C(=O)O)n3C)c1
  -4	-2	4	1	13	5	-22	-0.4	6	0
Cc1cccc(C)c1-n1c(C)nn(CC#N)c1=O
  0	1	-3	-9	17	5	0	-0.4	10	-5

# Screening data as filed in PubChem.
